KAT2A inh = inhibitors of human GCN5L2 histone acetyltransferase; Q92830; GCN5L2 HAT assay, ThioGlo1 CoA-SH fluorescence; hit rate 0.21% among 390,000; AID 504327; Potency, µM (doses to about 58.9 µM), without a hit: at the highest dose activity change, negative = inhibition, most hits filed as inhibitors
Target sequence (Q92830 whole entry, looked up): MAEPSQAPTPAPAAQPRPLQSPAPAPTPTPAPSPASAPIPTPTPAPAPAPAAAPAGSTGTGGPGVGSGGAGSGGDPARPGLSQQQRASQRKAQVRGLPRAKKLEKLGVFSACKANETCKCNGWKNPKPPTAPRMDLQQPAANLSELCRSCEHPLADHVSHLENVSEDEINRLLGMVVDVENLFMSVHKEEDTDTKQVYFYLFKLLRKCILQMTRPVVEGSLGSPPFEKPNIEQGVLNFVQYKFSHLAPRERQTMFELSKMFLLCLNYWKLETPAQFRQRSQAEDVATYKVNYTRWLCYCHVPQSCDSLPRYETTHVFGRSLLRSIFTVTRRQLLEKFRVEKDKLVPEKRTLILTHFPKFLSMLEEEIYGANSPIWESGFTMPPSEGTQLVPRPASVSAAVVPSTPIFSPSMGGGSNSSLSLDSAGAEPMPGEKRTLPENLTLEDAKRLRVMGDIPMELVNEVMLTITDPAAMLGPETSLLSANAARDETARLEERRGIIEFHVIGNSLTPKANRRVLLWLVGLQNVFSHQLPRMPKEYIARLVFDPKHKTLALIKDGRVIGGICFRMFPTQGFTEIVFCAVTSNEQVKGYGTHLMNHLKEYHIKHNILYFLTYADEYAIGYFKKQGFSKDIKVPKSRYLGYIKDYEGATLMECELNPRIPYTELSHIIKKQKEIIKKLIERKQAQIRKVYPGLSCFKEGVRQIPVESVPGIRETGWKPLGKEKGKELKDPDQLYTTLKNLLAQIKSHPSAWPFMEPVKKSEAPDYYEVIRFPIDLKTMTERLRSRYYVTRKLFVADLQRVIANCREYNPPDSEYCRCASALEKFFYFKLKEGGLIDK
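Fluorescence readout, Ex340nm/Em540nm: ThioGlo1 (50uM final) reacts with free CoA thiol released as 20nM GCN5L2 acetylates H3(1-25) peptide (75uM) using acetyl-CoA (70uM). Compound and enzyme sat 15 min beforehand; 20 min room-temperature reaction.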
FEN1 inh = human FEN1 inhibition. Potency, µM (doses to about 114 µM), without a hit: at the top dose activity change, negative = inhibition, hits mostly inhibitors. Recombinant FEN1 flap cleavage, fluorescence, 15 min. hit rate 0.35% among 390,000; also: nearly all actives have a fitted effect of over 65% in size
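In this screen, 50 nM flap DNA substrate was added to 10 nM FEN1 pretreated with compound for 15 min at room temperature; cleavage was followed with reads at 0 and 15 min, and Hill fitting gave concentration–response parameters.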
N370S GC mod = inhibitors or activators of N370S glucocerebrosidase for Gaucher disease; P04062; N370S GC spleen homogenate, 4MU-glucoside fluorescence; Potency, µM (top dose mostly 59.4 µM), without a hit: at the highest dose activity change, negative = inhibition, most hits filed as inhibitors; hit rate 0.092% among 330,000; AID 2101;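 also: 0% = full enzyme activity and -100% = no enzyme basal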
An asterisk follows results filed as active; & = joins results of further samples; [ ] = another dose, or the depositor's remark. Calls follow the shape of the dose curve; as a rule, active = well fitted curve in the direction sought with a large enough effect; inconclusive = small, poorly fitted or top-dose-only effect, or another doubt; inactive = no such curve, though single readings can be large; an effect the other way counts as inactive or inconclusive. Unless noted, % is scaled to controls: 0 for no effect and ±100 for the full control effect; potency is read from the fitted curve at half-maximal effect.

Screening CC(Sc1nnnn1-c1ccccc1)C(=O)NC1CCCC1 (stereo not drawn) returned KAT2A inh -2% and FEN1 inh -1%.
For C=C(C)COc1ccc(-c2[nH]ncc2Oc2ccccc2OCC)c(O)c1 the results were KAT2A inh -16%, FEN1 inh -19% and N370S GC mod 7%.
COc1ccc(C2NC(c3ccc(OC)cc3OC)C(C)C(=O)C2C)c(OC)c1 (stereo not drawn) was read as KAT2A inh -4%, FEN1 inh 18% and N370S GC mod -5%.
O=C(c1ccco1)N1CCN(c2ccc([N+](=O)[O-])cc2Cl)CC1 was read as KAT2A inh -15%, FEN1 inh -18% and N370S GC mod -7%.
For CCOC(=O)c1ccc(N2CCN(c3cccc(OC)c3)CC2)c(NC(=O)Nc2ccc(OCC)cc2)c1 the results were KAT2A inh -9% and FEN1 inh -3%.
Screening CCN(CC)c1cc2c(cc1F)c(=O)c(S(=O)(=O)c1ccccc1)cn2C returned KAT2A inh -4% and FEN1 inh 14%.
Screening CC1CCc2cc(F)ccc2N1C(=O)c1cc2nc(-c3ccco3)cc(C(F)(F)F)n2n1 (stereo not drawn) returned KAT2A inh -9%, FEN1 inh -7% and N370S GC mod 6%.
For Cc1cc(C)n2ncc(C(=O)Nc3cccc(O)c3)c2n1 the results were KAT2A inh -4%, FEN1 inh 13% and N370S GC mod 17%.
`CC(C(=O)Nc1nc(-c2ccc(F)c(F)c2)cs1)N1C(=O)C2CC=CCC2C1=O` (stereo not drawn) gave KAT2A inh -2% and FEN1 inh 1%.
COc1ccc(-c2cc(C(=O)O)c3sc(N4CCCCC4)nc3n2)cc1OC was read as KAT2A inh -7%, FEN1 inh -5% and N370S GC mod 22%.
O=C(NCC(c1ccco1)N1CCCC1)c1ccc(Cl)c(S(=O)(=O)N2CCc3ccccc32)c1 (stereo not drawn) was read as KAT2A inh -6% and FEN1 inh -12%.
For O=C(Nc1ccc(-n2nncc2-c2ccco2)cc1)c1ccc(F)cc1 the results were KAT2A inh 2%, FEN1 inh -8% and N370S GC mod 17%.
CCCCc1nnc(NC(=O)c2ccc3[nH]c(=O)c(=O)[nH]c3c2)s1 was read as KAT2A inh -3%, FEN1 inh 19% and N370S GC mod -7%.
`Cc1nc(SCc2nc3ccc(F)cc3[nH]2)c2oc3ccccc3c2n1` gave KAT2A inh -6% and FEN1 inh -7%.
Screening COc1ccc(CNC(=O)CCc2c(C)c3cc4c(C)c(C)oc4cc3oc2=O)cc1 returned KAT2A inh -14% and FEN1 inh -8%.
`COC(=O)C1=C(c2ccccc2)c2ccccc2S(=O)(=O)N1CC(=O)Nc1ccccc1C(F)(F)F` gave KAT2A inh -7% and FEN1 inh -10%.
Screening COC(=O)c1ccccc1NC(=O)c1noc2c1CC(C(C)(C)C)CC2 (stereo not drawn) returned KAT2A inh 1%, FEN1 inh -3% and N370S GC mod -8%.
O=C(O)c1cc([N+](=O)[O-])ccc1NCCCc1ccccc1 was read as KAT2A inh -20%, FEN1 inh -3% and N370S GC mod 1%&2%&0%&3%&-4%.
For CCOC(=O)N1CCN(Cc2ccccn2)CC1 the results were FEN1 inh -1% and N370S GC mod 1%.
COc1cc(S(=O)(=O)N2CCCCC2)ccc1NC(=O)c1ccccc1Cl was read as KAT2A inh -5%, FEN1 inh 0% and N370S GC mod 22%.
O=C1C(C2=NC(c3ccccn3)C3C(=O)N(c4ccc(Cl)cc4Cl)C(=O)C23)=C(O)c2ccccc21 (stereo not drawn) was read as KAT2A inh -1%, FEN1 inh 9% and N370S GC mod -6%.
COc1ccc(C(=O)N2CCN(S(=O)(=O)c3ccccc3)CC2)c(OC)c1 was read as KAT2A inh -1%, FEN1 inh -13% and N370S GC mod 2%.
Screening Cc1onc(-c2c(Cl)cccc2Cl)c1C(=O)Nc1ccc(N2CCOCC2)cc1 returned KAT2A inh -4%, FEN1 inh 1% and N370S GC mod 0%.
Cc1ccccc1NC(=O)/C(C#N)=C\c1cccnc1 was read as KAT2A inh -14%, FEN1 inh -12% and N370S GC mod 3%.
`Cc1ccc(N2CC(C(=O)N3CCC4(CC3)CC(=O)c3ccccc3O4)CC2=O)cc1C` (stereo not drawn) gave KAT2A inh 2%, FEN1 inh 0% and N370S GC mod -3%.
For O=C(Cn1c(=O)oc2ccccc21)Nc1cccc(Cl)c1 the results were KAT2A inh 0%, FEN1 inh 1% and N370S GC mod 4%.
`CC(Sc1ccc(S(=O)(=O)N(C)C)cn1)C(=O)NC1CCCC1` (stereo not drawn) gave KAT2A inh -3% and FEN1 inh 14%.
Screening COc1ccc(CCNC(=O)COC(=O)c2ncc(Cl)c(Cl)c2Cl)cc1OC returned KAT2A inh -8% and FEN1 inh 0%.
For COc1ccccc1NC(=O)CSc1nnnn1-c1ccccc1OC the results were KAT2A inh 1%, FEN1 inh 13% and N370S GC mod 3%.
For COc1ccc(SCC(c2ccccc2)N2CCN(CC(C)C)CCC2=O)cc1 (stereo not drawn) the results were FEN1 inh -28% and N370S GC mod -1%.
CCN(CC)S(=O)(=O)c1ccc(C(C)NC(=O)C2CCCN2C(=O)c2cccs2)cc1 (stereo not drawn) was read as KAT2A inh 3% and FEN1 inh -3%.
Screening CS(=O)(=O)N1CCC(NC(=O)Nc2ccc(OC(F)(F)F)cc2)CC1 returned KAT2A inh -4% and FEN1 inh -1%.
`CCN(CC)C(=O)c1ccccc1NC(=O)CN1C(=O)c2ccccc2S1(=O)=O` gave KAT2A inh -2%, FEN1 inh -6% and N370S GC mod -5%.
Screening COc1cccc(CNc2ncc(-c3ccccc3)n2C)c1 returned KAT2A inh -9%, FEN1 inh 4% and N370S GC mod -11%.
For O=C(NCC1CCCO1)c1ccc(-c2ccccc2Cl)o1 (stereo not drawn) the results were KAT2A inh 1%, FEN1 inh -2% and N370S GC mod 3%.
Screening Cc1ccc(C)c(NC(=O)CN(C)C(=O)c2ccc(S(=O)(=O)N3CCCCCC3)cc2)c1 returned KAT2A inh -7% and FEN1 inh -7%.
For COc1ccc(CNCCCSc2ncccn2)c(OC)c1 the results were KAT2A inh -1%, FEN1 inh -6% and N370S GC mod -2%.
Screening COc1cnc(NS(=O)(=O)c2ccc(N)cc2)nc1 returned KAT2A inh -2%, FEN1 inh 15% and N370S GC mod 10%.
Screening Cc1cc(C)c2[nH]c(O)c(N=NC(=O)c3cc4c(s3)CCCC4)c2c1 returned KAT2A inh -20% and N370S GC mod 4%.
COc1ccc(Cl)cc1C(=O)NNC(=O)CCNS(=O)(=O)c1ccccc1 was read as KAT2A inh 0% and FEN1 inh 12%.
`CCOc1ccc(NC(=S)N2C3CCCC2CC(NC(=O)C2CC2)C3)cc1` (stereo not drawn) gave KAT2A inh 1%, FEN1 inh 0% and N370S GC mod -1%.
Screening O=C(NCCO)c1ccc(Cl)c(Cl)c1 returned KAT2A inh 3%, FEN1 inh -13% and N370S GC mod -10%.
Screening Cn1c2ccccc2c2c(C(=O)N3CCN(c4ccc(F)cc4)CC3)cn(C3CCCCC3)c(=O)c21 returned KAT2A inh -14% and FEN1 inh 9%.
Screening Cc1cc(C)n(CCn2nc(C)cc2C)n1 returned KAT2A inh -8%, FEN1 inh -3% and N370S GC mod -6%.
`COc1ccc([N+](=O)[O-])cc1NC(=O)C(C)NNC(=O)c1cccc([N+](=O)[O-])c1` (stereo not drawn) gave KAT2A inh -8% and FEN1 inh -5%.
O=S(=O)(Cc1ccccc1)NCCc1ccc(F)cc1 was read as KAT2A inh -7%, FEN1 inh 6% and N370S GC mod -1%.
O=c1cc(C(F)(F)F)nc(SCc2cccnc2)[nH]1 was read as KAT2A inh -1%, FEN1 inh 16% and N370S GC mod 0%.
Screening CC1(C)Cc2c(C#N)c(SCC(=O)c3ccccc3)nc(N3CCOCC3)c2CS1 returned KAT2A inh -7%, FEN1 inh -16% and N370S GC mod 9%.
O=C(CN1C(=O)NC(Cc2c[nH]c3ccccc23)C1=O)Nc1ccccc1C(F)(F)F (stereo not drawn) was read as KAT2A inh -5% and FEN1 inh -2%.
For CCOC(=O)c1c(-c2ccncc2)csc1N the results were KAT2A inh -6%, FEN1 inh -8% and N370S GC mod 29%.
COc1ccc(C2CC(c3cccs3)=NN2C(=O)CCC(=O)O)cc1 (stereo not drawn) was read as KAT2A inh -1%, FEN1 inh -1% and N370S GC mod -12%.
COc1ccc(C(=O)/C=C2\NCC3c4ccccc4CCN3C2=O)cc1 (stereo not drawn) was read as KAT2A inh inconclusive, FEN1 inh -3% and N370S GC mod -5%.
CCOC(=O)N1C2=NC(C(=O)OC)=C(C(=O)OC)[C@@H]3Nc4ccccc4[C@]23C[C@H]1C(=O)OC was read as KAT2A inh 0%, FEN1 inh -7% and N370S GC mod 4%[12.8 µM].
`Cc1[nH]n(-c2ccccc2)c(=O)c1C1(C(F)(F)F)C(=O)N(c2ccccc2)C2=C1C(=O)CC(C)(C)C2` (stereo not drawn) gave KAT2A inh -5%[0.501 µM], FEN1 inh -12% and N370S GC mod 0%.
CCn1cc(/C=C(\NC(=O)c2ccc(OC)c(OC)c2)C(=O)NCCCN2CCOCC2)c2ccccc21 was read as KAT2A inh -10%, FEN1 inh 19% and N370S GC mod -13%.
Screening CCOCCOc1nc2c(c(=O)n(C)c(=O)n2C)n1Cc1ccc(C)cc1 returned KAT2A inh 1%, FEN1 inh -13% and N370S GC mod 2%.
Cc1ccc(-c2noc(CN3CCN(C(c4ccccc4)c4ccccc4)CC3)n2)cc1 was read as KAT2A inh -1%, FEN1 inh -17% and N370S GC mod 4%.
For CCCOc1ccccc1C(=O)N1CCCCC1CCN1CCOCC1 (stereo not drawn) the results were KAT2A inh -4% and FEN1 inh -2%.
For COCCNC(=O)c1nc2c(nnn2Cc2cc(C)ccc2C)c(=O)[nH]1 the results were KAT2A inh -8%, FEN1 inh 0% and N370S GC mod 6%.
Screening CCOc1ccc(N(CC)C(=O)c2cc3c(s2)-c2ccccc2OC3)cc1 returned KAT2A inh -8% and FEN1 inh -18%.

The last 2 records of the part before open the next one:
For COCCNC(=O)c1nc2c(nnn2Cc2cc(C)ccc2C)c(=O)[nH]1 the results were KAT2A inh -8%, FEN1 inh 0% and N370S GC mod 6%.
Screening CCOc1ccc(N(CC)C(=O)c2cc3c(s2)-c2ccccc2OC3)cc1 returned KAT2A inh -8% and FEN1 inh -18%.
For COc1ccc(C(=O)Nc2cc(C(=O)NCCc3ccccc3)ccc2Cl)cc1 the results were KAT2A inh -5%, FEN1 inh -19% and N370S GC mod 7%.
For Cc1cc(C)nc(N2C(=O)CC(C(C)c3ccccc3)C2=O)n1 (stereo not drawn) the results were KAT2A inh -2%, FEN1 inh -3% and N370S GC mod -2%.
CC1CN(C(=O)c2ccc(NS(=O)(=O)c3ccc(C(C)(C)C)cc3)cc2)CC(C)O1 (stereo not drawn) was read as KAT2A inh inconclusive, FEN1 inh -11% and N370S GC mod -3%.
`O=C(NCc1ccc(Cl)cc1Cl)C1CC(=O)N(Cc2ccccc2)C1` (stereo not drawn) gave KAT2A inh -1%, FEN1 inh -11% and N370S GC mod -2%.
For CC[C@H](C)[C@H](NC(=O)OCc1ccccc1)C(=O)OCC(=O)N(C)CC(=O)Nc1ccccc1Cl the results were KAT2A inh -14%, FEN1 inh -11% and N370S GC mod -9%.
`N#CCC(=O)NNC(=S)Nc1ccccc1C(F)(F)F` gave KAT2A inh -2%, FEN1 inh -2% and N370S GC mod 0%.

By substructure, the entries above with a furan ring, fused or not
O=C(c1ccco1)N1CCN(c2ccc([N+](=O)[O-])cc2Cl)CC1 was read as KAT2A inh -15%, FEN1 inh -18% and N370S GC mod -7%.
Screening CC1CCc2cc(F)ccc2N1C(=O)c1cc2nc(-c3ccco3)cc(C(F)(F)F)n2n1 (stereo not drawn) returned KAT2A inh -9%, FEN1 inh -7% and N370S GC mod 6%.
O=C(NCC(c1ccco1)N1CCCC1)c1ccc(Cl)c(S(=O)(=O)N2CCc3ccccc32)c1 (stereo not drawn) was read as KAT2A inh -6% and FEN1 inh -12%.
For O=C(Nc1ccc(-n2nncc2-c2ccco2)cc1)c1ccc(F)cc1 the results were KAT2A inh 2%, FEN1 inh -8% and N370S GC mod 17%.
`Cc1nc(SCc2nc3ccc(F)cc3[nH]2)c2oc3ccccc3c2n1` gave KAT2A inh -6% and FEN1 inh -7%.
Screening COc1ccc(CNC(=O)CCc2c(C)c3cc4c(C)c(C)oc4cc3oc2=O)cc1 returned KAT2A inh -14% and FEN1 inh -8%.
For O=C(NCC1CCCO1)c1ccc(-c2ccccc2Cl)o1 (stereo not drawn) the results were KAT2A inh 1%, FEN1 inh -2% and N370S GC mod 3%.
